# Compound activity (PubChem)
# Keap1-Nrf2 PPI: inhibitors of human Keap1-Nrf2 protein-protein interaction; Q14145; Keap1 Kelch-Nrf2 peptide fluorescence polarization, 1536-well; inhibition, % at 9.4 µM; 340,000 tested, 0.15% active; AID 504523; in the data active means inhibition above about 12%;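 further: human Keap1 Kelch domain with fluorescein labeled Nrf2 9mer peptide probe; 0% = neutral control wells and 100% = peptide positive control; higher means more block of Keap1 binding to Nrf2 peptide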
# Target sequence (Q14145 whole entry, looked up, the tested form may be a part): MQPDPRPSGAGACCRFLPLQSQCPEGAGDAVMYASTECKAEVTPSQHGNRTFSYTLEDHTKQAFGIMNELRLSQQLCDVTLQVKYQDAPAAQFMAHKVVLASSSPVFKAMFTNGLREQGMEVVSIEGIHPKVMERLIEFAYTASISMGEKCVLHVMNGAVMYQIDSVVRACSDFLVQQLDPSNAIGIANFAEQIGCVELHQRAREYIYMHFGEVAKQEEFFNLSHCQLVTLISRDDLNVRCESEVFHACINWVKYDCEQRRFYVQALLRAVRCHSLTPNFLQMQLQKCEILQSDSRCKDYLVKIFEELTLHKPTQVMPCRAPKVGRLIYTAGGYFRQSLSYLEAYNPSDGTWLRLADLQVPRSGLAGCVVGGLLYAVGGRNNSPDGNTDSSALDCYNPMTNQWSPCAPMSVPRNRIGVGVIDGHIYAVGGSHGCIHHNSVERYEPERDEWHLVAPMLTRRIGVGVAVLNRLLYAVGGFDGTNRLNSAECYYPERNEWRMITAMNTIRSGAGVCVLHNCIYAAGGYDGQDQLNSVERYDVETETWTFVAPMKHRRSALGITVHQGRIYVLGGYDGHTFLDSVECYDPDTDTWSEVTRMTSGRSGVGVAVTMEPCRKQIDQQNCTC
# HTR5A inv ctr: HTR5A inverse agonism, opioid heterodimer counter-screen | P47898 | HTR5A cell line, luminescence | inhibition, % at 9.3 µM | 340,000 tested, 0.083% active | AID 504634; in the data active means inhibition mostly above about 23%, no sharp cut-off; inactive means mostly below about 18%;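 further: 0% = cells with DMSO and 100% = no-cell wells with DMSO; some compounds called inactive have numbers as strong as hits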
# Target sequence (P47898 whole entry, looked up): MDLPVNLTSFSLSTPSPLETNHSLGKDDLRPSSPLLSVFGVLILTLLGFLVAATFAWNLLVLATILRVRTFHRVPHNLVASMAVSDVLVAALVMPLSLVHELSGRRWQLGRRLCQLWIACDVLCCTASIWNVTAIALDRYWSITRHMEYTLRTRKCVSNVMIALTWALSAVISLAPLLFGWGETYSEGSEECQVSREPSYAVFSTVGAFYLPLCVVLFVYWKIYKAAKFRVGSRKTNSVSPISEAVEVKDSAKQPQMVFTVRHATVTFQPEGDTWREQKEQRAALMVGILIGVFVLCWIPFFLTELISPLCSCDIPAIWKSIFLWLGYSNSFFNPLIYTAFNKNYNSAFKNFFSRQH
# cardiac RTF act: cardiac RTF calcium sensitization; P19429+P45379; IANBD-labeled TnC RTF fluorescence at EC20 calcium; 0% EC20 calcium, 100% full calcium; activation, % at 7.2 µM; 340,000 tested, 0.24% active; AID 493008;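 active means activation above the mean over all tested compounds plus 3 SD, cut at about 30% in these data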;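 further: rise in fluorescence read as greater calcium sensitivity of cardiac thin filaments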
# HTR5A ag ctr: counter-screen for OPRM1-OPRD1 agonists: human HTR5A agonism. HTR5A agonist assay, luminescence, cell-based. 340,000 tested, 0.61% active. activation, % at 9.3 µM. AID 504692. P47898; in the data active means activation mostly above about 9.5%, no sharp cut-off; inactive means mostly below about 7.6%;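 further: 0% = cells with vehicle only and 100% = reference agonist; strong numbers were not always called active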
# LANA DNA inh: blocks KSHV LANA C-terminal domain binding to DNA | MBP-C-LANA/FAM-LBS DNA binding, fluorescence polarization | inhibition, % at 9 µM | 340,000 tested, 0.078% active;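 active means highest replicate inhibition at or above 60% at 9 µM, even if other replicates fall short; inactive means all replicates below 60% inhibition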;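 further: 0% = neutral control wells and 100% = 4 µM acridine orange control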
# MOR-DOR ag: agonists of human mu-delta opioid receptor heterodimerization; P35372+P41143; cells, OPRM1-OPRD1 heterodimerization, luminescence; activation, % at 9.3 µM; 340,000 tested, 0.3% active; AID 504326; in the data active means activation above about 18%;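 further: 0% = vehicle-treated cells and 100% = reference agonist; values of inactives mirror those of a sister screen read the other way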
# CAL-PDZ inh HTS: CAL PDZ (human) peptide binding inhibition | AID 602252 | Q9HD26 | inhibition, % at 24.9 µM | 300,000 tested, 0.92% active | purified CAL PDZ, TMR-peptide fluorescence polarization, 1 h;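 active means mean inhibition of at least 30% with at least half of replicates also reaching 30%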;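 further: 0% = DMSO neutral control and 100% = excess unlabeled competitor peptide PRC23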
# V-ATPase pHluor: regulators of yeast V-ATPase proton transport. 350,000 tested, 0.37% active. S. cerevisiae, pHLuorin cytosolic pH fluorescence. response, % at 10 µM; in the data active means response mostly above about 7.3%, no sharp cut-off; inactive means mostly below about 5.4%; further: actives read high; inactives centre near 0; some compounds called inactive have numbers as strong as hits; reference of the scale not given here
# MOR-DOR inv ag: inverse agonist of human OPRM1-OPRD1 heterodimerization; cell-based MOR-DOR heterodimer luminescence, inverse agonism; 340,000 tested, 0.21% active; P35372+P41143; inhibition, % at 9.3 µM; in the data active means inhibition above about 22%, passing the limit was not always enough;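 further: 0% = cells with DMSO and 100% = wells without cells with DMSO; values of inactives mirror those of a sister screen read the other way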
# RTF Ca sens inh: cardiac RTF calcium desensitization | P19429+P45379 | IANBD-labeled cardiac RTF, Ca2+ fluorescence | inhibition, % at 7.15 µM | 340,000 tested, 0.12% active | AID 493244;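 active means inhibition above the mean inhibition of all tested compounds plus 3 SD, cut at about 17% in these data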;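 further: assay run at fixed EC70 calcium of 1.6 mM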
# * marks the source's active call; other numbers are inactive results; . = no result given. Compounds as they come, and some 2.8% of all compounds hit somewhere here.
SMILES,Keap1-Nrf2 PPI,HTR5A inv ctr,cardiac RTF act,HTR5A ag ctr,LANA DNA inh,MOR-DOR ag,CAL-PDZ inh HTS,V-ATPase pHluor,MOR-DOR inv ag,RTF Ca sens inh
COc1ccc(-c2[nH]ncc2CNC(C)c2cn(C)nc2C)c(F)c1 (stereo unspecified),-3,0,11,0,0.3,-2.8,-1,-1,14,1
Cc1ccc(-n2ncc3c(=O)n(Cc4ccccn4)cnc32)cc1C,2,0,-7,1,1.7,-1.7,3,0,11,-6
CC(C)OCCCNC(=O)c1ccc(NC(=O)C2=CSCCO2)cc1,0,13,-2,0,-0.5,-0.3,4,-2,2,-3
COCCN(CC(=O)Nc1ccc(F)cc1)S(=O)(=O)c1ccc(S(=O)(=O)N2CCCC2)cc1,-1,3,-3,-4,-0.2,-1.6,-3,0,9,-2
COCCN(C(=O)c1cc(-c2ccc(F)cc2)nc2ccccc12)c1c(N)n(CC(C)C)c(=O)[nH]c1=O,-8,3,3,-3,0.5,-3.8,-2,4,15,1
Clc1nc2ccccc2nc1-c1ccccc1,-3,-23,-3,3,0.5,0.5,-2,7,-3,-9
CCN(CC)C(=O)CSc1nnc(-c2ccc(S(=O)(=O)N3CCCC3)cc2)o1,-2,4,1,-2,-1.3,-2.2,-8,2,11,-9
CC(C)N1CCC(=NNC(=O)c2cccs2)CC1,1,0,-2,3,-1.0,-0.5,-5,-9,4,-10
COc1cc2c(cc1OC)C(c1cc3cccc(C)c3[nH]c1=O)N(C(=O)c1ccco1)CC2 (stereo unspecified),-1,1,-2,0,0.8,-2.6,-4,1,15,3
CCCC(CCC)C(=O)Oc1cc(C)[nH]c(=O)c1[N+](=O)[O-],-3,-8,6,3,0.2,-0.1,6,-4,1,-35
CC(C)OCc1ccc(C(=O)N2CCN(CC(=O)N3CCCC3)CC2)cc1,-2,-20,-1,8,-0.6,-0.3,0,-1,1,-4
CC(C)(C)c1ccc(OCC(=O)N/N=C/C2CC=CCC2)cc1 (stereo unspecified),2,-4,-3,1,-1.4,7.9,-4,-1,-41,3
CCC(C)[C@H](NC(=O)[C@@H]1Cc2c([nH]c3ccccc23)C2c3ccccc3C(=O)N21)C(=O)NCC1CCCO1 (stereo partly specified),-6,24,8,3,1.3,-0.4,-3,1,2,-1
CC(=O)NCCc1nc2cc(NC(=O)c3ccc(F)cc3)ccc2n1C,-4,2,-1,-1,2.0,-4.0,-6,0,18,-6
COc1cc(OC)c(OC)cc1/C=N/NC(=O)CC1C(=O)NN=C1C (stereo unspecified),8,-8,2,2,0.7,-1.0,36*,-3,5,-3
O=C(CSCCO)Nc1nccs1,-4,-6,-5,3,-0.9,-0.4,2,-2,2,1
Cc1ccc(C)c(Nc2nc(-c3cccnc3)cs2)c1,-3,-2,-3,0,0.3,-2.4,0,-3,12,3
O=C(c1cc(COc2ccc(F)cc2Cl)on1)N1CCSCC1,-3,6,-2,0,0.1,1.0,-1,0,-5,-2
COc1ccc(-c2onc3ccc(C(=O)/C=C/N(C)C)cc23)cc1,0,-30,-3,8,14,0.0,-11,1,0,-6
CCOc1ccc(C(C)NC(=O)c2cc(=O)[nH]c3ccccc23)cc1OCC (stereo unspecified),4,-3,-1,1,-2.3,-1.3,-4,2,7,1
COc1ccc(Cl)cc1NC(=O)CN(C)C(=O)C1CC1,0,-3,-11,1,-3.3,-1.7,-3,0,8,-8
CCOc1cc(CO)cc(Br)c1OCC(N)=O,-2,19,-5,2,0.7,0.7,5,1,-5,-9
COC(=O)C(O)(CC(=O)Nc1cc(OC)c(OC)c(OC)c1)C(F)(F)F (stereo unspecified),0,17,-4,-4,8.0,-3.9,-2,2,18,0
CC(=O)Nc1cccc(NC(=O)c2c(-c3ccccc3)noc2C)c1,-4,-14,-12,6,0.9,-0.8,0,1,4,-15
CCc1cc(=O)oc2cc(C)cc(OCC(=O)NC(Cc3ccc(Cl)cc3)C(=O)O)c12 (stereo unspecified),-7,-7,3,4,0.9,0.6,4,-2,-3,1
NC(=O)NC(=O)CN1c2cccc3cccc(c23)S1(=O)=O,3,-16,-4,-2,0.2,1.7,0,4,-11,-7
CC(C)n1cnc2c(Nc3ccc(F)c(Cl)c3)nc(NCCO)nc21,-1,-13,5,4,0.7,-0.2,2,-6,1,-9
O=[N+]([O-])/C(=C\Nc1ccccc1Cl)S(=O)(=O)c1ccccc1,0,-6,7,-3,-0.5,-0.5,-1,0,3,-9
Cc1ccc(NC2=C(Cl)C(=O)OC2OC(C)C)c(C)c1 (stereo unspecified),-1,18,-6,-7,-0.2,4.5,0,0,-27,1
Cn1nnnc1SCCNS(=O)(=O)c1ccccc1,-2,-3,-4,1,0.7,-0.8,-2,-4,3,-12
CN(N=O)c1ccc(C=C2C=Cc3ccccc32)cc1,1,-9,3,2,0.1,-0.2,2,-8,1,5
CN(CC(=O)Nc1ccc(F)c(F)c1F)C(=O)CN1C(=O)NC2(CCCC2)C1=O,-2,4,-5,-1,2.3,-1.2,0,-2,8,0
O=C(/C=C/c1ccccc1[N+](=O)[O-])Nc1cc(S(=O)(=O)N2CCOCC2)ccc1N1CCOCC1,3,-34,1,12,-1.1,0.1,-3,-1,0,-2
Cc1c(CC(=O)NCCCO)c(=O)oc2cc3c(cc12)CCC(C)(C)O3,2,-6,13,2,0.9,-2.4,2,-1,11,-8
CN(CC(=O)Nc1ccc(S(=O)(=O)N2CCCC2)cc1)Cc1c(F)cccc1Cl,-3,0,-5,2,1.5,-2.5,5,5,11,-2
O=C1C(=O)N(CCN2CCOCC2)C(c2ccc(F)cc2)/C1=C(/O)c1ccc(S(=O)(=O)N2CCOCC2)cc1 (stereo unspecified),3,-1,-1,0,-0.9,-0.1,21,2,1,-21
O=C(Nc1cccc(C(F)(F)F)c1)c1n[nH]c(Cn2cncn2)n1,0,8,-3,-4,0.5,-3.1,-1,1,15,-8
O=C(Nc1ncccc1O)c1ccc(Cl)c(S(=O)(=O)N2CCCCC2)c1,5,11,0,2,1.2,-4.8,.,-3,23,-4
COc1ccc(OC)c(-c2cc(C(=O)Nc3sc4c(c3C#N)CCC(C)C4)c3ccccc3n2)c1 (stereo unspecified),0,-25,-7,5,1.2,-1.0,-4,0,5,0
Cc1ccc(-n2c(SCC(=O)N3CCOCC3)nnc2-c2ccncc2)cc1,-6,-4,1,1,0.4,0.1,-1,-3,-1,-3
Cc1ccc(-n2c(C)cn(C(=O)c3ccccc3)c2=S)cc1,-5,-3,-4,1,-1.6,-1.6,-1,-5,8,1
CCN1CCN(c2ccc(NC(=O)c3ccc(F)cc3)cc2Cl)CC1,-2,20,-1,-1,0.9,-1.2,-5,-4,6,2
COc1cc(/C=C(\C#N)c2nn(CCO)c(N)c2C#N)cc(OC)c1OC,-3,-10,-2,4,-0.6,0.3,-13,0,-2,-2
O=C(CCc1nc2ccccc2c(=O)[nH]1)NNC(=O)c1ccc(Cl)cc1,1,-13,1,5,1.5,-0.9,.,-3,5,-8
Cc1ccc(-c2ccc(CCC(=O)O)n2NC(=O)c2ccco2)cc1,-3,-29,2,11,-1.9,-2.3,-4,-22,13,0
COCCn1c(SCC(=O)N2CCCCC2)nc2cccnc21,-1,-13,5,1,0.2,-0.9,-2,-1,5,1
O=C(c1ccccc1)c1cc2ccc(O)cc2oc1=O,-2,4,1,-1,0.4,-2.6,1,0,13,-7
CCn1c(-c2ccc3ncccc3c2)n[nH]c1=S,7,-2,-1,1,0.4,-2.1,-1,-2,9,-3
CCCC1SCC(C)(C)NC1=O (stereo unspecified),-1,-8,0,2,-1.0,-2.4,.,1,13,-3
COc1ccc(C#Cc2ccc3c(c2)c(=O)c2ccccc2n3C)cc1,8,-1,3,0,4.0,-2.4,-6,1,14,-12
COc1ccc(C(=O)NCCS(=O)(=O)N2CCC3(CC2)OCCO3)cc1,-6,3,11,-1,1.5,-0.9,-4,-1,5,-7
O=C(NCc1ccc2c(c1)OCO2)c1ccc(S(=O)(=O)N2CCOCC2)cc1,-6,.,.,.,1.2,.,4,-1,.,.
Cc1ccc(NC(=O)C2CC(=O)Nc3ncnn32)c(C)c1 (stereo unspecified),-1,-8,-4,3,-0.3,-0.7,-4,-2,4,4
CN1CCN(c2nc(Nc3ccccc3)nc(N)c2[N+](=O)[O-])CC1,-4,3,7,-1,-1.1,-2.3,-4,-3,11,-4
Cc1ccccc1C(=O)N1CCN(c2ccc(N3CCOCC3)nn2)CC1,2,1,-2,2,-1.0,1.7,.,0,-11,-11
CC(NC(=O)c1cc2ccccc2oc1=O)c1ccc(O)cc1 (stereo unspecified),3,-2,6,0,-2.2,1.0,14,3,-6,-2
O=C(c1ccc(Cl)cc1)c1ccc(Oc2cc(NN3CCCCC3)c([N+](=O)[O-])cc2[N+](=O)[O-])cc1,-3,0,4,-2,3.4,0.3,-2,-2,-2,3
COc1ccc(-c2nnc(COc3ccc4ccccc4c3)o2)cc1OC,4,-6,1,0,0.5,-0.3,-4,3,1,1
CCn1c(C)c(C)c2cc(C(=O)N3CCN(c4ccccc4)CC3)ccc21,-14,24,-5,2,-0.9,0.8,4,-1,-4,1
O=C(CC(C(=O)O)c1ccccc1)Nc1ccccc1 (stereo unspecified),-3,-14,-1,3,-0.5,-1.3,-3,2,6,5
# Next part
SMILES,Keap1-Nrf2 PPI,HTR5A inv ctr,cardiac RTF act,HTR5A ag ctr,LANA DNA inh,MOR-DOR ag,CAL-PDZ inh HTS,V-ATPase pHluor,MOR-DOR inv ag,RTF Ca sens inh
CN(c1ccccc1)S(=O)(=O)c1ccc(NC(=O)COc2ccccc2)cc1,-1,-37,1,14,0.3,-7.6,-1,-6,31*,-2
Cc1ccc(-c2c(C)n([O-])c3c([n+]2=O)CCC3)o1,0,5,-3,-1,-1.9,-2.3,-1,1,12,-1
CN1CCC(N(C)CC(=O)Nc2ccccc2N2CCOCC2)CC1,0,-18,-2,0,0.2,-2.0,1,2,12,8
CCc1ccc(NC(=O)NCc2ccc3c(c2)OCO3)cc1,-3,-20,2,5,-1.8,1.3,-3,-2,-4,-5
CCC1(C)Cc2ccccc2-c2nc(NCCCO)n(-c3ccccc3)c(=O)c21 (stereo unspecified),4,-1,1,0,1.1,-2.3,-3,-4,12,2
CC(C)N(C(=O)COC(=O)CNC(=O)c1ccc(Br)cc1)c1ccccc1,1,-9,1,0,-0.4,2.0,-2,5,-10,-5
Cc1ccc(-c2cnc(NC(=O)CCC(=O)N3CCCCC3)n2C)cc1,-2,4,2,0,0.5,-2.2,2,-1,11,-7
CCOc1ccccc1N(CC(=O)Nc1ccc(OC)c(OC)c1)S(=O)(=O)c1ccccc1,-4,2,52*,-1,0.5,-3.1,-4,3,16,5
Cc1cc(C(=O)N/N=C/c2ccco2)n[nH]1,3,-5,6,2,0.9,-3.1,-2,0,18,-1

# A few values from the results shown:
# In CAL-PDZ inh HTS, `CC(C)N(C(=O)COC(=O)CNC(=O)c1ccc(Br)cc1)c1ccccc1` has the entry -2
# In V-ATPase pHluor, `Cc1ccc(-c2c(C)n([O-])c3c([n+]2=O)CCC3)o1` has the entry 1
